GSH bead fluor: GSH bead compound fluorescence profile. GSH beads flow cytometry, compound fluorescence 488/530 nm; active compounds read high. fluorescence (KMESF) at 10 µM. 190,000 tested, 0.25% active; in the data active = fluorescence above about 89;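 also: glutathione beads carrying GST-tagged Bcl family fusion proteins plus one bare bead set; values are compound well signal with DMSO vehicle wells as background; inactives centre near 16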
Rac1 mut GTP: modulators of GTP binding to human Rac1 activated mutant. GST-Rac1 activated beads, fluorescent GTP binding, flow cytometry; actives lie on both sides; 100% means binding = to untreated wells. 190,000 tested, 0.11% active. AID 764. percent activity (GTP binding), % at 10 µM. P63000;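 active = GTP binding at least 20 percentage points away from the 100% baseline, in either direction, so actives lie on both sides; inconclusive = Compound likely fluorescent itself, or too few beads counted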
Rac1 wt GTP bind: modulators of human Rac1 wildtype GTP binding; P63000; GST-Rac1 beads, fluorescent GTP binding, flow cytometry; actives lie on both sides; 0 = cold GTP competed, 100 = untreated; GTP binding activity (% of control), % at 10 µM; 190,000 tested, 0.27% active; AID 757;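 active = GTP binding activity at least 20 points away from the 100% control level, either lower or higher; inconclusive = compound flagged as likely green fluorescent, judged across all proteins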
Rab2A wt mod: changes GTP binding to wildtype dog Rab2A, up or down; GST-Rab2 wt beads, Bodipy-GTP binding, flow cytometry; GTP binding activity, % at 10 µM; 190,000 tested, 0.19% active; P61105;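 active = GTP binding activity at least 20 points away from 100%, either lowered or raised; inconclusive = signal likely due to the compound's own green fluorescence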;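 also: 0% = beads with excess unlabeled GTP and 100% = no-compound control corrected for plate trend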
Mcl1 Bid PPI: Mcl-1/Bid interaction inhibition; inhibition, % at 21.7 µM; TR-FRET Mcl-1/Bid-Dy647 peptide binding, 1536-well; 220,000 tested, 0.97% active;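 active = compounds that cut the binding signal by more than half at the single screening dose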;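 also: His-tagged Mcl-1 with europium anti-His antibody binding Bid BH3 peptide; 0% = Mcl-1 plus peptide wells and 100% = peptide-only wells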
Target sequence (Q07820 whole entry, looked up): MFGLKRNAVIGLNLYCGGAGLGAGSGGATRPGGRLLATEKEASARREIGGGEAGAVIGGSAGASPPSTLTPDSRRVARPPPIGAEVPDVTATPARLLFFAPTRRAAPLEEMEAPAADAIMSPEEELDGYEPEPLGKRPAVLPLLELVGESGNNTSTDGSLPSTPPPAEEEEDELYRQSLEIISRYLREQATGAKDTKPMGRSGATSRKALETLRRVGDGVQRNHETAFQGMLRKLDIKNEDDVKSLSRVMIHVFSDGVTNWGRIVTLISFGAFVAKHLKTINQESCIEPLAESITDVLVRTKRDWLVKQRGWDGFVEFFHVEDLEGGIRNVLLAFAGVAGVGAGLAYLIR
HRas wt GTP bind: human HRas wildtype GTP binding, change in either direction | P01112 | AID 759 | GTP binding activity, % at 10 µM | GST-Ras wt beads, Bodipy-FL-GTP binding, flow cytometry; actives lie on both sides | 190,000 tested, 0.14% active;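 active = GTP binding activity at least 20% away from the 100% baseline, either lowered as inhibitor or raised as activator; inconclusive = flagged as likely green fluorescent, judged across all proteins in the well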;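 also: 0% = unlabeled GTP competition control and 100% = no-compound control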
Target sequence (P01112 whole entry, looked up): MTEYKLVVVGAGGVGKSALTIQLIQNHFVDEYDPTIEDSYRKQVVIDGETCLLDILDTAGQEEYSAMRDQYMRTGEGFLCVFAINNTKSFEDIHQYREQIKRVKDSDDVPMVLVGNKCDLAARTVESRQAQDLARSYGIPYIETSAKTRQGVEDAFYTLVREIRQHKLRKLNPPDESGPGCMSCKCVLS
Pf gamet viab: inhibitors of late stage P. falciparum gametocyte viability; 150,000 tested, 0.065% active; inhibition, % at 10.9 µM; P. falciparum stage V gametocytes, ATP luminescence, 24 h;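 active = inhibition above the mean plus 3 SD of compounds within the control limits, set per campaign, cut at about 38% in these data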;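 also: 0% = DMSO wells and 100% = medium only without gametocytes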
Mcl1 Noxa PPI: disrupts binding of human Mcl-1 to Noxa peptide; TR-FRET Mcl-1/Noxa peptide binding, 2 h; inhibition, % at 21.7 µM; 220,000 tested, 1.5% active;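 active = compounds that cut the protein-peptide binding signal by more than 50% relative to plate controls in a single-dose test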;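 also: His-tagged Mcl-1 with rhodamine Noxa BH3 peptide and terbium anti-His antibody; 0% = Mcl-1 plus Noxa peptide wells and 100% = peptide-only wells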
Cdc42 wt: modulators (inhibitors or activators) of GTP binding to human Cdc42 wildtype. P60953. 190,000 tested, 0.2% active. AID 761. GST-Cdc42 beads, Bodipy-GTP binding, flow cytometry; actives lie on both sides. percent activity (GTP binding), % at 10 µM;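 active = percent activity GTP binding at least 20 points away from the 100% baseline, either down as inhibitor or up as activator; inconclusive = compound flagged as likely green fluorescent from well-wide comparison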;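 also: median bead fluorescence of bound Bodipy-FL-GTP at 100 nM; 0% = excess unlabeled GTP control and 100% = no compound control; below 100% means less GTP binding so inhibitor and above means activator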
Target sequence (P60953 whole entry, looked up): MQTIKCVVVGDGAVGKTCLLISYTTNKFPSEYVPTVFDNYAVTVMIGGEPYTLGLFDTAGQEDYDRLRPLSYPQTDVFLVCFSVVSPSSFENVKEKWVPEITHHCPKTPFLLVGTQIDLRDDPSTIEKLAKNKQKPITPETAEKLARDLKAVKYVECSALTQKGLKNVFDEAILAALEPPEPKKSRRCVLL
Rab7 wt modul: dog Rab7 wildtype GTP binding, inhibitors and activators; AID 758; 190,000 tested, 0.055% active; GTP binding activity (percent of control), % at 10 µM; GST-Rab7 beads, fluorescent GTP binding, flow cytometry; actives lie on both sides; untreated = 100%, excess cold GTP = 0%;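 active = fluorescent GTP binding to Rab7 beads changed by at least 20 points from the 100% baseline, either direction, mostly lower; inconclusive = compound itself probably fluorescent, or too few beads counted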;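 also: median green fluorescence of bound Bodipy-FL-GTP per Rab7 bead population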
Avidin fluor: compound fluoresces at 488/530 nm on avidin beads; 220,000 tested, 0.38% active; fluorescence (KMESF) at 10 µM; compound fluorescence 488/530 nm, flow cytometry; active compounds read high; in the data active = fluorescence above about 47; also: inactives centre near 10
Active calls of the source: *.

Screening C=CCn1c(SCc2nc3cc(C(F)(F)F)ccc3c(=O)[nH]2)nc2sc(CC)cc2c1=O returned GSH bead fluor 8, Rac1 mut GTP 96, Rac1 wt GTP bind 102, Rab2A wt mod 94, Mcl1 Bid PPI -23, HRas wt GTP bind 100, Pf gamet viab -10, Mcl1 Noxa PPI -21, Cdc42 wt 98, Rab7 wt modul 93 and Avidin fluor 15.
Cc1ccc(S(=O)(=O)Nc2cc(-c3nn(C)c(=O)c4ccccc34)ccc2N2CCOCC2)cc1 was read as GSH bead fluor 14, Rac1 mut GTP 99, Rac1 wt GTP bind 107, Rab2A wt mod 102, Mcl1 Bid PPI -23, HRas wt GTP bind 101, Pf gamet viab 8, Mcl1 Noxa PPI 0, Cdc42 wt 104, Rab7 wt modul 103 and Avidin fluor 7.
Screening Cc1nn(Cc2ccc(Cl)cc2)c(C)c1NC(=O)CSc1nc2c(c(C(F)(F)F)n1)CCc1ccccc1-2 returned GSH bead fluor 8, Rac1 mut GTP 96, Rac1 wt GTP bind 97, Rab2A wt mod 97, Mcl1 Bid PPI 42, HRas wt GTP bind 97, Pf gamet viab -23, Mcl1 Noxa PPI -10, Cdc42 wt 95, Rab7 wt modul 95 and Avidin fluor 11.
CCOC(=O)c1oc2ccc(/C=N/O)c(Cl)c2c1C was read as GSH bead fluor 8, Rac1 mut GTP 92, Rac1 wt GTP bind 96, Rab2A wt mod 92, Mcl1 Bid PPI -6, HRas wt GTP bind 93, Mcl1 Noxa PPI 11, Cdc42 wt 94, Rab7 wt modul 95 and Avidin fluor 9.
Screening CCOC(=O)c1oc2ccc(CNC(C)(C)C)c(Cl)c2c1C returned GSH bead fluor 16, Rac1 mut GTP 101, Rac1 wt GTP bind 108, Rab2A wt mod 102, Mcl1 Bid PPI 29, HRas wt GTP bind 102, Pf gamet viab 12, Mcl1 Noxa PPI 26, Cdc42 wt 105, Rab7 wt modul 99 and Avidin fluor 5.
`CCOC(=O)c1sc(C)c2c(=O)n(CC)nnc12` gave GSH bead fluor 42, Rac1 mut GTP 100, Rac1 wt GTP bind 109, Rab2A wt mod 101, Mcl1 Bid PPI -7, HRas wt GTP bind 102, Pf gamet viab 1, Mcl1 Noxa PPI 1, Cdc42 wt 105, Rab7 wt modul 99 and Avidin fluor 6.
`COCc1nnc(NC(=O)CSc2ccc(C)cc2)s1` gave GSH bead fluor 27, Rac1 mut GTP inconclusive, Rac1 wt GTP bind inconclusive, Rab2A wt mod inconclusive, Mcl1 Bid PPI -48, HRas wt GTP bind inconclusive, Pf gamet viab 4, Mcl1 Noxa PPI 4, Cdc42 wt inconclusive, Rab7 wt modul inconclusive and Avidin fluor 8.
For O=S(=O)(Nc1c(S(=O)(=O)c2ccccc2)c2nc3ccccc3nc2n1C1CCCCC1)c1ccccc1 the results were GSH bead fluor 13, Rac1 mut GTP 92, Rac1 wt GTP bind 97, Rab2A wt mod 95, Mcl1 Bid PPI 57*, HRas wt GTP bind 94, Pf gamet viab -14, Mcl1 Noxa PPI 55*, Cdc42 wt 95, Rab7 wt modul 96 and Avidin fluor 10.
Screening Cn1c(CNC(=O)c2ccc(F)cc2)nc2ccccc21 returned GSH bead fluor 23, Rac1 mut GTP 96, Rac1 wt GTP bind 98, Rab2A wt mod 98, Mcl1 Bid PPI 4, HRas wt GTP bind 98, Mcl1 Noxa PPI -3, Cdc42 wt 97, Rab7 wt modul 99 and Avidin fluor 5.
Screening CCOc1ccc(N2C(=O)Nc3ccccc3C2(O)C(=O)NCc2ccc(C)cc2)cc1 (stereo not given) returned GSH bead fluor 10, Rac1 mut GTP 96, Rac1 wt GTP bind 101, Rab2A wt mod 101, Mcl1 Bid PPI -8, HRas wt GTP bind 100, Mcl1 Noxa PPI 33, Cdc42 wt 99, Rab7 wt modul 107 and Avidin fluor 13.
For CCOC(=O)c1sc(NC(C)=O)nc1C the results were GSH bead fluor 10, Rac1 mut GTP 102, Rac1 wt GTP bind 108, Rab2A wt mod 106, Mcl1 Bid PPI 10, HRas wt GTP bind 101, Pf gamet viab -29, Mcl1 Noxa PPI 13, Cdc42 wt 100, Rab7 wt modul 104 and Avidin fluor 7.
CCOC(=O)Cc1csc(NC(=S)NC(=O)c2cccc([N+](=O)[O-])c2)n1 was read as GSH bead fluor 13, Rac1 mut GTP 101, Rac1 wt GTP bind 102, Rab2A wt mod 100, Mcl1 Bid PPI -6, HRas wt GTP bind 100, Mcl1 Noxa PPI 14, Cdc42 wt 103, Rab7 wt modul 98 and Avidin fluor 11.

The final 2 compounds of the part before come first, to join the parts:
For CCOC(=O)c1sc(NC(C)=O)nc1C the results were GSH bead fluor 10, Rac1 mut GTP 102, Rac1 wt GTP bind 108, Rab2A wt mod 106, Mcl1 Bid PPI 10, HRas wt GTP bind 101, Pf gamet viab -29, Mcl1 Noxa PPI 13, Cdc42 wt 100, Rab7 wt modul 104 and Avidin fluor 7.
CCOC(=O)Cc1csc(NC(=S)NC(=O)c2cccc([N+](=O)[O-])c2)n1 was read as GSH bead fluor 13, Rac1 mut GTP 101, Rac1 wt GTP bind 102, Rab2A wt mod 100, Mcl1 Bid PPI -6, HRas wt GTP bind 100, Mcl1 Noxa PPI 14, Cdc42 wt 103, Rab7 wt modul 98 and Avidin fluor 11.
Screening CCOc1cc(/C=N/NC(=O)Cn2nc([N+](=O)[O-])cc2C)cc(Br)c1OCc1ccccc1C returned GSH bead fluor 36, Rac1 mut GTP 98, Rac1 wt GTP bind 102, Rab2A wt mod 101, Mcl1 Bid PPI 13, HRas wt GTP bind 100, Pf gamet viab 4, Mcl1 Noxa PPI 6, Cdc42 wt 100, Rab7 wt modul 98 and Avidin fluor 8.
Screening N#Cc1c2n(c(=S)n(-c3ccccc3[N+](=O)[O-])c1=O)CCCCC2 returned GSH bead fluor 12, Rac1 mut GTP 93, Rac1 wt GTP bind 94, Rab2A wt mod 94, Mcl1 Bid PPI -19, HRas wt GTP bind 93, Pf gamet viab 5, Mcl1 Noxa PPI 7, Cdc42 wt 94, Rab7 wt modul 87 and Avidin fluor 45.
Screening COc1ccc(CNC(=O)Cn2nnc(-c3ccc(NC(=O)C4CCCCC4)cc3)n2)cc1 returned GSH bead fluor 18, Rac1 mut GTP 99, Rac1 wt GTP bind 99, Rab2A wt mod 99, Mcl1 Bid PPI -3, HRas wt GTP bind 98, Pf gamet viab 11, Mcl1 Noxa PPI -14, Cdc42 wt 98, Rab7 wt modul 97 and Avidin fluor 8.
`S=C(NCc1ccco1)Nc1ccc(Br)cc1Cl` gave GSH bead fluor 15, Rac1 mut GTP 94, Rac1 wt GTP bind 100, Rab2A wt mod 95, Mcl1 Bid PPI -13, HRas wt GTP bind 96, Pf gamet viab 8, Mcl1 Noxa PPI 12, Cdc42 wt 101, Rab7 wt modul 95 and Avidin fluor 9.
O=C(/C=C/c1c(F)cccc1Cl)c1ccc(F)cc1 was read as GSH bead fluor 21, Rac1 mut GTP 103, Rac1 wt GTP bind 111, Rab2A wt mod 104, Mcl1 Bid PPI -4, HRas wt GTP bind 105, Mcl1 Noxa PPI -3, Cdc42 wt 108, Rab7 wt modul 107 and Avidin fluor 34.
CN1C(=O)CC(N2CCN(CC(N)=O)CC2)C1=O (stereo not given) was read as GSH bead fluor 16, Rac1 mut GTP 98, Rac1 wt GTP bind 100, Rab2A wt mod 102, Mcl1 Bid PPI -35, HRas wt GTP bind 103, Pf gamet viab 0, Mcl1 Noxa PPI -12, Cdc42 wt 101, Rab7 wt modul 101 and Avidin fluor 12.
`COc1cc(/C=N/Nc2ncc(C(F)(F)F)cc2Cl)cc(OC)c1O` gave GSH bead fluor 5, Rac1 mut GTP 99, Rac1 wt GTP bind 101, Rab2A wt mod 99, Mcl1 Bid PPI -63, HRas wt GTP bind 102, Mcl1 Noxa PPI 34, Cdc42 wt 98, Rab7 wt modul 104 and Avidin fluor 3.
For Cc1c(NCc2nc3ccccc3[nH]2)c(=O)n(-c2ccccc2)n1C the results were GSH bead fluor 5, Rac1 mut GTP 97, Rac1 wt GTP bind 98, Rab2A wt mod 98, Mcl1 Bid PPI -58, HRas wt GTP bind 98, Pf gamet viab 10, Mcl1 Noxa PPI -28, Cdc42 wt 98, Rab7 wt modul 98 and Avidin fluor 6.
`O=C(NCCc1cccc(F)c1)/C(=C/c1cccnc1)NC(=O)c1ccccc1` gave GSH bead fluor 21, Rac1 mut GTP 101, Rac1 wt GTP bind 104, Rab2A wt mod 102, Mcl1 Bid PPI 0, HRas wt GTP bind 102, Pf gamet viab 5, Mcl1 Noxa PPI 6, Cdc42 wt 105, Rab7 wt modul 102 and Avidin fluor 13.
CC(OC(=O)Cc1c(F)cccc1Cl)C(=O)NCCC1=CCCCC1 (stereo not given) was read as GSH bead fluor 9, Rac1 mut GTP 100, Rac1 wt GTP bind 103, Rab2A wt mod 97, Mcl1 Bid PPI -29, HRas wt GTP bind 100, Pf gamet viab -44, Mcl1 Noxa PPI 13, Cdc42 wt 105, Rab7 wt modul 101 and Avidin fluor 15.
COC(=O)c1ccc(S(=O)(=O)N2Cc3ccccc3C2)cc1 was read as GSH bead fluor 11, Rac1 mut GTP 97, Rac1 wt GTP bind 103, Rab2A wt mod 100, Mcl1 Bid PPI 4, HRas wt GTP bind 100, Pf gamet viab -5, Mcl1 Noxa PPI 9, Cdc42 wt 101, Rab7 wt modul 103 and Avidin fluor 19.
`COc1cc(CNCCc2c[nH]c3ccccc23)ccc1OCc1ccc(F)cc1` gave GSH bead fluor 19, Rac1 mut GTP 99, Rac1 wt GTP bind 100, Rab2A wt mod 99, Mcl1 Bid PPI -24, HRas wt GTP bind 102, Mcl1 Noxa PPI 42, Cdc42 wt 101, Rab7 wt modul 101 and Avidin fluor 39.
Cc1ccc(Cl)c(OCC(=O)OCC(=O)NC2CCCc3ccccc32)c1 (stereo not given) was read as GSH bead fluor 15, Rac1 mut GTP 97, Rac1 wt GTP bind 97, Rab2A wt mod 99, Mcl1 Bid PPI -17, HRas wt GTP bind 99, Pf gamet viab 7, Mcl1 Noxa PPI 2, Cdc42 wt 101, Rab7 wt modul 100 and Avidin fluor 7.
For CCOc1ccc(N2C(=O)c3cccnc3C2Nc2ccc(C)c(C)c2)cc1 (stereo not given) the results were GSH bead fluor 43, Rac1 mut GTP 96, Rac1 wt GTP bind 96, Rab2A wt mod 100, Mcl1 Bid PPI -12, HRas wt GTP bind 100, Mcl1 Noxa PPI 13, Cdc42 wt 95, Rab7 wt modul 100 and Avidin fluor 5.

Bioassay records deposited in PubChem BioAssay by several laboratories.
